Compound activity: PubChem, The Scripps Research Institute Molecular Screening Center
M5 PAM – human M5 muscarinic receptor positive allosteric modulators, primary screen, CHO-K1 cells, Fluo-8 calcium fluorescence | AID 624038, 2012 | 360,000 compounds, 0.3% hits | activation, % at 3 µM | CHO-K1 hM5, ACh EC20 PAM; 0% = ACh EC20, 100% = ACh EC100;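 active = activation above the run cutoff, the mean activation of all test compounds plus 3 SD, cut at about 18% in these data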
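Replicates: One well per compound, no replicates | System: Human M5 receptor in CHO-K1 cells | Benchmarks: Low control EC20 acetylcholine (0%), high control EC100 acetylcholine (100%) | Probe or stimulus: Acetylcholine, EC20 level | Times: Fluo-8 loading 80 min at 37 °C plus 30 min room temperature | Signal: Intracellular calcium via Fluo-8 fluorescence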
M1 PAM – human M1 muscarinic receptor positive allosteric modulators, primary screen, CHO-K1 cells, Fluo-8 calcium fluorescence, 1536-well; Muscarinic acetylcholine receptor M1 (Homo sapiens), P11229; activation, % at 3 µM; AID 588819, 2011; CHO-K1 hM1, ACh EC20; 0% = ACh EC20, 100% = maximal ACh; 360,000 compounds, 0.088% hits; in the data active = activation above about 19%, passing the limit was not always enough
CHRM1 antagonist – human M1 muscarinic receptor antagonists, primary screen, CHO-K1 cells, Fluo-8 calcium fluorescence, 1536-well; CHO-K1 hM1, ACh EC80 antagonist; 360,000 compounds, 1.3% hits; inhibition, % at 3 µM; AID 588852, 2011; Muscarinic acetylcholine receptor M1 (Homo sapiens), P11229;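 active = percent inhibition above its own plate's cutoff, namely the mean of that plate's compound wells plus 3 SD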;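 also: peak over basal fluorescence ratio during 140 s after agonist addition; 0% = ACh EC80 plus DMSO and 100% = DMSO alone without agonist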
M1 ag – human M1 muscarinic receptor agonists, primary screen, Fluo-8 calcium fluorescence, CHO-K1 cells, HTS; Muscarinic acetylcholine receptor M1 (Homo sapiens), P11229; CHO-K1 hM1, agonist mode; 0% DMSO, 100% acetylcholine EC100; activation, % at 3 µM; 360,000 compounds, 0.33% hits; AID 588814, 2011;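 active = activation above the run's mean compound activation plus 3 SD, cut at about 16% in these data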;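 also: peak over basal fluorescence ratio within a 140 s kinetic read after compound addition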
M4 antag – human M4 muscarinic receptor antagonists, primary screen, CHO cells, Fluo-8 calcium fluorescence; inhibition, % at 3 µM; 360,000 compounds, 0.73% hits; CHO-hM4 cells, ACh EC80;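 active = inhibition above its plate's cutoff, the mean inhibition of sample wells plus 3 SD, cut at about 27% in these data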;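 also: 0% = acetylcholine EC80 with DMSO and 100% = DMSO without agonist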
Target sequence (P08173 whole entry, looked up): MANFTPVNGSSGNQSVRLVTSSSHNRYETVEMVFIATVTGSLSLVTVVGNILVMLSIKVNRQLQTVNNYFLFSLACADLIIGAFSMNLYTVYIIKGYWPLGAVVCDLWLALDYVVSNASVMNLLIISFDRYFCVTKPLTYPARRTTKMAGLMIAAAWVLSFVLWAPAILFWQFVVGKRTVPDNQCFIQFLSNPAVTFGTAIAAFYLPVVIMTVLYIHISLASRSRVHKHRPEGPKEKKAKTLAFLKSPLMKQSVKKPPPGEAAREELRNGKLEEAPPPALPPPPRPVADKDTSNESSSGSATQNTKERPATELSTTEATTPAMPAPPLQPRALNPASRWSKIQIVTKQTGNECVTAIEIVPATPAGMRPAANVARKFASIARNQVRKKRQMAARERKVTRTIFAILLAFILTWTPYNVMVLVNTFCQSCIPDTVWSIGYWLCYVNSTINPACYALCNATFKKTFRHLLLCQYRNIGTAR
CHRM4 agonist – human M4 muscarinic receptor agonists, primary screen, CHO-K1 cells, Fluo-8 calcium fluorescence. Muscarinic acetylcholine receptor M4 (Homo sapiens), P08173. CHO-K1 hM4/Gqi5; vehicle 0%, full acetylcholine response 100%. activation, % at 3 µM. 360,000 compounds, 0.14% hits;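 active = activation above the run mean over all test wells plus 3 SD, cut at about 32% in these data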;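 also: peak over basal fluorescence ratio per well then scaled between controls; 0% = DMSO wells and 100% = acetylcholine at EC100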
CHRM5 agonist – human M5 muscarinic receptor agonists, primary screen, CHO-K1 cells, Fluo-8 calcium fluorescence; 360,000 compounds, 0.19% hits; CHO-K1 hM5 cells; 0% DMSO wells, 100% maximal acetylcholine response; activation, % at 3 µM;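 active = activation above the run's mean over test compounds plus 3 SD, cut at about 23% in these data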;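 also: signal is peak over basal fluorescence ratio across the kinetic read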
M5 antag – human M5 muscarinic receptor antagonists, primary screen, CHO cells, Fluo-8 calcium fluorescence | Muscarinic acetylcholine receptor M5 (Homo sapiens), P08912 | CHO-hM5 cells, ACh EC80 | inhibition, % at 3 µM | 360,000 compounds, 0.59% hits | AID 624040, 2012;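 active = inhibition above a per-plate cutoff, the mean of that plate's test compounds plus 3 SD, cut at about 27% in these data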;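 also: 0% = acetylcholine EC80 with DMSO and 100% = DMSO without agonist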
TAAR1 agonist – human TAAR1 agonists, primary screen, Fluo-8 calcium fluorescence, CHO RD-HGA16 cells; Trace amine-associated receptor 1 (Homo sapiens), Q96RJ0; vehicle wells 0%, saturating PEA agonist 100%; activation, % at 3 µM; 360,000 compounds, 0.99% hits; AID 624467, 2012;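 active = activation above the mean activation of all test compounds in the run plus 3 SD, cut at about 38% in these data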
Target sequence (Q96RJ0 whole entry, looked up): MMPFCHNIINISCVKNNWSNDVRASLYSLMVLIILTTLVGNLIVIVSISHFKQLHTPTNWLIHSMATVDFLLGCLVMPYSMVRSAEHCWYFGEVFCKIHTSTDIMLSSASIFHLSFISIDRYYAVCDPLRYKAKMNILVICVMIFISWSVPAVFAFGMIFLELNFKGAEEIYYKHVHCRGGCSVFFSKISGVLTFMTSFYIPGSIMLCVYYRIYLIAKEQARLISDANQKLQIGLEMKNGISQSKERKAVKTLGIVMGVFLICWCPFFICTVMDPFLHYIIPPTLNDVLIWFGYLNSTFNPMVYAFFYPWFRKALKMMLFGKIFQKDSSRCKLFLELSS
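Assay system – CHO-derived RD-HGA16 cells with stable Gα16 and human TAAR1 · Compound dosing – one-point dosing at 3 µM (nominal) · Incubation – 17-24 h seeding, 75 min 37 °C dye, 30 min RT · Measured by – kinetic Fluo-8 calcium fluorescence · Control set – DMSO vehicle as 0%, PEA at EC100 as 100% · Repeats – single well for each compound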
Active calls of the source: *; x = not tested or not shown. These rows are one share of the data; the hit share may differ from the screen's.

SMILES	M5 PAM	M1 PAM	CHRM1 antagonist	M1 ag	M4 antag	CHRM4 agonist	CHRM5 agonist	M5 antag	TAAR1 agonist
COc1ccccc1-n1c(SCC(=O)Nc2nnc(C)s2)nc2c(c1=O)SCC2	-8	3	-4	-3	10	2	3	-3	12
CCOc1ccc(C(=O)OCC(=O)NCc2ccccc2)cc1OCC	-8	-10	24	-4	9	3	0	8	6
COc1ccc(CNC(=O)COC(=O)C2CC2C)cc1OC (stereo unspecified)	0	-1	3	-2	-16	1	-2	1	0
Cn1cnc([N+](=O)[O-])c1Sc1n[nH]c(N)n1	4	15	-23	-3	-16	0	1	-7	-1
COc1cc(Cl)c(C)cc1NC(=O)c1ccc2c(SCC(=O)O)c3c(nc2c1)CCCC3	7	5	-4	-4	1	1	-2	3	9
COc1ccc(NC(=O)CN(C)CC(=O)Nc2ccc(Cl)cc2F)cc1	-2	13	-16	-4	3	3	1	7	4
Cc1nc(-c2ccccc2Cl)sc1C(=O)/C=C/N(C)C	2	4	14	1	2	0	0	2	2
CCN1CCN(C(=O)C(C)Nc2ccc(OC)cc2OC)CC1 (stereo unspecified)	3	5	-7	-4	1	1	-2	2	1
CN=C1S/C(=C\c2ccc(SC)cc2)C(=O)N1C	3	2	-11	-7	4	2	-3	-12	-4
CCSC1=NN2CCS(=O)(=O)N=C2S1	1	12	-13	-1	-3	0	0	5	0
CCN(CC)C(=O)CSc1nnc(-c2ccco2)n1N	0	10	-8	-6	12	0	-1	-1	3
O=C(Nc1ccc(Cl)cn1)c1ccc2[nH]c(=O)c(=O)[nH]c2c1	-5	3	-4	0	5	0	-2	4	0
CC(C)C(OC(=O)CCC(=O)Nc1nccs1)C(=O)NC1CCCCC1 (stereo unspecified)	0	0	5	-4	-10	2	-3	-7	3
CCOC(=O)N1CCC(Nc2c(NCCCN(C)Cc3ccccc3)c(=O)c2=O)CC1	-2	8	-8	-13	-3	2	-3	-1	0
Cc1ccc(C(=O)NCc2ccc3c(c2)OCO3)cc1Cl	1	-3	16	-3	2	1	-7	10	0
O=C(COc1cccc2cccnc12)Nc1ccccc1N1CCOCC1	7	0	9	-1	1	-1	1	0	-2
S=C(NCc1ccc2[nH]c3c(c2c1)CCCC3)Nc1ccccc1Cl	-13	-11	15	-3	1	18	3	5	0
O=C(CSc1nnc2c(n1)[nH]c1ccc(S(=O)(=O)N3CCOCC3)cc12)Nc1ccc(F)c(F)c1	-4	3	-2	-5	-2	0	2	9	7
Oc1c(N=NC(=S)Nc2ccccc2F)c2ccccc2n1Cc1cccc(Cl)c1	3	5	-13	-5	-1	1	3	5	0
CCc1nnc(NC(=O)c2cccc(S(=O)(=O)N3CCCC3)c2)s1	3	-4	10	-2	0	0	2	13	4
O=C(Nc1ccc([N+](=O)[O-])c(NC(=O)c2cccnc2)c1)c1cccnc1	-3	7	-10	-3	1	2	1	20	0
CN(c1ccccc1)S(=O)(=O)c1cccc(C(=O)N2CCN(c3ccccn3)CC2)c1	-12	1	-4	0	-3	10	1	11	21
O=C(Nc1ccc2c(c1)OCO2)c1c(F)c(F)c(F)c(F)c1F	3	6	-15	-7	-6	4	-5	-5	9
Cc1ccc(S(=O)(=O)N2C[C@@H](C)[C@]3(C2)[C@H](O)[C@H](OC(=O)NCc2ccco2)C[C@H]2C(=O)N(c4ccccc4)C(=O)[C@H]23)cc1	4	3	-10	-1	1	2	3	-13	1
O=C(O)CCC(=O)Nc1cccc2cccnc12	13	14	-9	-10	-7	1	-4	-8	2
CCN(c1ccccc1)S(=O)(=O)c1ccc(C(=O)N(C)CCc2ccc(OC)c(OC)c2)cc1	2	-2	0	-3	-23	7	0	-15	3
O=C(NC1CCCCCC1)C(=S)N1CCCC1	0	2	-2	-4	3	0	0	3	4
Cc1nn(Cc2ccc(Cl)cc2)c(Cl)c1/C=N/NC(=O)CNc1ccccc1F	1	6	-4	-10	6	1	-4	-7	0
Cc1ccc2c(c1)C(=O)CCCCC(=O)N2	8	3	-10	-3	3	1	3	-10	0
O=C1CCC/C(=N\NC(=O)c2ccc(NS(=O)(=O)c3ccc(Br)cc3)cc2)C1	2	2	-12	-10	4	0	1	0	0
COc1ccc(CC(=O)NCC(=O)NC(Cc2ccccc2)C(=O)O)cc1 (stereo unspecified)	0	-4	8	-4	13	0	0	9	-1
CC(=O)C1=C(O)C(=O)N(CCc2c[nH]c3ccccc23)C1c1ccccc1 (stereo unspecified)	-5	4	3	-2	2	0	0	7	13
CCOc1ccc(C2CC(c3cccc(C)c3)n3nc(N)nc3N2)cc1 (stereo unspecified)	0	6	-19	-2	-25	2	1	-3	1
CCOc1ccc2nc(Cl)sc2c1	10	8	0	-2	-9	0	0	-6	-1
Cc1ccc2oc(=O)c3cnn(CC(=O)N4CCCCC4C)c3c2c1 (stereo unspecified)	2	8	-8	-4	-7	-1	3	2	-2
O=C(NCC(O)c1nc2ccccc2[nH]1)c1ccc(Br)cc1 (stereo unspecified)	-2	-1	-13	-1	-5	2	2	-1	4
O=C(C(=O)N1CCN(c2ccccc2)CC1)c1ccncc1	3	x	x	x	-1	4	2	0	2
Cc1ccc(NC(=O)c2ccc3nsnc3c2)c(C)c1	6	17	-12	-2	-2	1	-7	-10	-3
O=c1[nH]c(CS(=O)(=O)c2ccccc2)nc2ccccc12	-2	2	-32	-1	-8	1	-5	-4	1
Nc1c(C(=O)NCCN2CCOCC2)c2nc3ccccc3nc2n1-c1ccccc1	-3	-3	-1	-12	8	6	2	-1	2
C=CCNC(=S)NCc1ccc(CNC(=S)NCC=C)cc1	1	8	-1	-5	-3	1	2	6	2
CCCn1nc(C(=O)NC2CCCc3ccccc32)c2ccccc2c1=O (stereo unspecified)	-4	-4	6	-7	10	2	-5	6	1
CCc1nnc(NC(=O)c2cccnc2SC)s1	11	10	-6	-3	-4	1	2	-4	2
CC1(C(=O)NS(=O)(=O)C2CC2)CCN(C(=O)COCc2ccccc2)C1 (stereo unspecified)	3	-7	11	-2	2	0	0	1	2
O=C(NC1CCCCC1)C(C1CC1)n1c(=O)c(-c2cc3ccccc3[nH]2)nc2ccccc21 (stereo unspecified)	-3	x	x	x	0	2	2	10	0
Cc1ccc(OCc2cc(C(=O)NC(C)Cc3cnccn3)no2)cc1C (stereo unspecified)	-2	3	-6	-2	-9	7	-4	11	5
COc1ccc(F)cc1C(=O)C1CCCN(C(=O)c2cccc(N(C)C)c2)C1 (stereo unspecified)	-8	-3	-4	-5	-8	3	-15	5	-2
Cc1ccc(C(=O)OCC(=O)N2CCC(C)CC2)cc1S(=O)(=O)N1CCOCC1	-8	-3	-1	-5	-4	1	-1	6	0

The final 7 records of the part above open the next one:
SMILES	M5 PAM	M1 PAM	CHRM1 antagonist	M1 ag	M4 antag	CHRM4 agonist	CHRM5 agonist	M5 antag	TAAR1 agonist
CCCn1nc(C(=O)NC2CCCc3ccccc32)c2ccccc2c1=O (stereo unspecified)	-4	-4	6	-7	10	2	-5	6	1
CCc1nnc(NC(=O)c2cccnc2SC)s1	11	10	-6	-3	-4	1	2	-4	2
CC1(C(=O)NS(=O)(=O)C2CC2)CCN(C(=O)COCc2ccccc2)C1 (stereo unspecified)	3	-7	11	-2	2	0	0	1	2
O=C(NC1CCCCC1)C(C1CC1)n1c(=O)c(-c2cc3ccccc3[nH]2)nc2ccccc21 (stereo unspecified)	-3	x	x	x	0	2	2	10	0
Cc1ccc(OCc2cc(C(=O)NC(C)Cc3cnccn3)no2)cc1C (stereo unspecified)	-2	3	-6	-2	-9	7	-4	11	5
COc1ccc(F)cc1C(=O)C1CCCN(C(=O)c2cccc(N(C)C)c2)C1 (stereo unspecified)	-8	-3	-4	-5	-8	3	-15	5	-2
Cc1ccc(C(=O)OCC(=O)N2CCC(C)CC2)cc1S(=O)(=O)N1CCOCC1	-8	-3	-1	-5	-4	1	-1	6	0
Nc1cc(=O)[nH]c(=O)n1CCc1ccccc1	-2	1	4	-1	-6	0	3	8	8
Cn1nc(C(C)(C)C)cc1NC(=O)Nc1ccc(F)cc1F	8	16	-26	-3	-11	1	-6	1	1
Cc1ccc(N2CC(C(=O)Nc3cccc(S(=O)(=O)N4CCOCC4)c3)CC2=O)cc1 (stereo unspecified)	1	10	-26	-8	-26	0	-3	-13	1
CN(C(=O)COC(=O)C1CCN(S(=O)(=O)c2cccs2)CC1)C1CCS(=O)(=O)C1 (stereo unspecified)	-1	-5	3	-7	-12	1	-4	6	13
Cn1cccc1CC(=O)NNC(=S)Nc1ccc(Cl)cc1Cl	6	7	-11	-6	-17	1	-4	3	6
Cn1nnnc1SCC(=O)Nc1ccc(Oc2ccccc2)cc1	-3	12	-10	-5	5	2	-3	-4	1
O=C1[C@H]2[C@@H](c3ccccc3)N[C@]3(CCCN(Cc4ccc(Cl)cc4)C3=O)[C@H]2C(=O)N1Cc1ccccc1	-8	-11	7	-3	-4	16	2	21	11
Cc1cc(C)c(S(=O)(=O)N2CCN(S(=O)(=O)N3CCC(C)CC3)CC2)c(C)c1	0	-4	11	-2	11	1	-1	8	-2
